Screening data from PubChem.
MCF10A rerep = A quantitative high throughput screen for small molecules that induce DNA re-replication in MCF 10a normal breast cells. MCF 10A DNA re-replication, Hoechst nuclear intensity, 48 h. Potency, µM (doses to about 46.1 µM), inactives show at the highest dose activity, positive = re-replication, actives largely listed as activators. actives 2.9% (n = 350,000); also: potency is read from the fitted curve at half-maximal effect; % of control where 0% means no effect; nearly all actives have a fitted effect of over 50% in size
Nrf2 activator = qHTS of Nrf2 Activators; actives 0.31% (n = 410,000); AID 624171, 2012; AREc32 ARE-luciferase reporter (MCF7-derived line), luminescence, 24 h; Potency, µM (highest dose often 46.1 µM), inactives show at the top dose activation, hits mostly activators; also: potency is read from the fitted curve at half-maximal effect; % of control where 0% means no effect; nearly all actives have a fitted effect of over 65% in size
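Luminescent ARE reporter assay in AREc32_Fluc cells: overnight plating at 37 deg C, 24 hr compound incubation, Steady-Glo added, 30 min RT before reading.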
Nrf2 block = Nrf2 qHTS screen for inhibitors. A549 ARE-Fluc reporter, luciferase luminescence, 18-24 h. Potency, µM (highest dose often 46 µM), inactives show top-dose activity change, negative = inhibition, usual class: inhibitors. actives 2.1% (n = 360,000). AID 504444, 2011; also: potency is read from the fitted curve at half-maximal effect; % is scaled to controls: 0 for no effect and ±100 for the full control effect; nearly all actives have a fitted effect of over 60% in size
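Nrf2 activity is the BugLite luminescence, read 15 min after reagent at room temperature, following CellTiter-Fluor cytotoxicity readout (30 min, 37C). Compound titrations were applied for 18-24 h to 5000 A549 ARE_Fluc cells/well in 5% FBS OPTI-MEM.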
A549 viability = Nrf2 qHTS screen for inhibitors: counterscreen for cytotoxicity; A549 ARE-Fluc cells, CellTiter-Fluor viability, 18-24 h; Potency, µM (highest dose often 46 µM), for the others: at the highest dose activity change, negative = cytotoxicity, hits mostly inhibitors; actives 0.16% (n = 390,000); AID 504648, 2011; also: potency is read from the fitted curve at half-maximal effect; % is scaled to controls: 0 for no effect and ±100 for the full control effect
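Cytotoxicity counterscreen: CellTiter-Fluor fluorescence was measured in A549 ARE_Fluc cells after 18-24 h of compound exposure in a concentration series. The subsequent BugLite luminescent read reports ARE-luciferase activity.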
IL-1B inflam inh = qHTS for Inhibitors of Inflammasome Signaling: IL-1-beta AlphaLISA Primary Screen | THP-1 LPS/ATP IL-1B secretion, AlphaLISA, 16 h; hits give low values | activity change, % at 57.5 µM | actives 4.7% (n = 360,000); in the data active = activity change below about -50%; inconclusive = mostly about -30% to -49%; also: % is scaled to controls: 0 for no effect and ±100 for the full control effect
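THP-1 cells pretreated 1 hr with compounds (up to 57.5 uM final), then stimulated with LPS (250 ng/mL final) plus ATP (1.25 mM final); secreted IL-1B measured by AlphaLISA after 16 hr, decreased signal indicating inhibition.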
ATXN2 expr inh = Primary qHTS for Inhibitors of ATXN expression; HEK-293 ATXN2-luciferase reporter, luminescence, 24 h; Potency, µM (titrated, usually from 57 µM), inactives show at the top dose activity change, negative = inhibition, most hits filed as inhibitors; actives 0.72% (n = 360,000); AID 1745845, 2022; also: potency is read from the fitted curve at half-maximal effect; % is scaled to controls: 0 for no effect and ±100 for the full control effect; nearly all actives have a fitted effect of over 55% in size
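ATXN2-luciferase reporter cells (luciferase flanked by upstream and downstream ATXN2 gene portions) were treated 24 h at 37 °C with compounds at up to 57 uM. SteadyGlo luminescence gave expression; GF-AFC fluorescence gave viability.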
TGFb inhibitor = qHTS for Inhibitors of TGF-b; HepG2 CAGA-GFP TGF-b/SMAD3 reporter, GFP fluorescence, 18 h; TGF-beta stimulated, 500 pg/mL final; Potency, µM (doses to about 46.1 µM), without a hit: at the top dose activity, negative = inhibition, usual class: inhibitors; actives 1.2% (n = 410,000); also: potency is read from the fitted curve at half-maximal effect; % is scaled to controls: 0 for no effect and ±100 for the full control effect; nearly all actives have a fitted effect of over 65% in size
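HEPG2 CAGA-GFP, 1000 cells/well; 2 h settle, 37 C; cpd via pin tool; TGF-b 500 pg/mL final; 18 h, 37 C; GFP imaging ex488/em500-530; %Activity normalised to -TGF-b and +DMSO controls; CRC fit, curve class.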
ATXN viability = Viability Counterscreen for Primary qHTS for Inhibitors of ATXN expression; Potency, µM (top dose mostly 56.7 µM), actives largely listed as cytotoxic; AID 651635, 2014; actives 0.49% (n = 400,000); S2 cells (HEK-293 line with an ATXN2-luciferase reporter) viability, CellTiter-Fluor protease fluorescence, 24 h; also: potency is read from the fitted curve at half-maximal effect; nearly all actives have a fitted effect of over 40% in size
HepG2 viability = qHTS for Inhibitors of TGF-b: Cytotox Counterscreen. AID 588856, 2011. actives 0.76% (n = 410,000). HepG2 CAGA-GFP viability, ATP luminescence, 18 h. Potency, µM (highest dose often 46.1 µM), for inactives: top-dose activity change, negative = cytotoxicity, hits mostly cytotoxic; also: potency is read from the fitted curve at half-maximal effect; some results filed as inactive show a strong effect at the top dose
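CellTiter-Glo luminescence gave cytotoxicity after 18 hours at 37 degrees C. The cells were HepG2 CAGA-GFP in 1% FBS DMEM, stimulated with 500 pg/mL TGF-beta after compound addition. %Activity was normalised to no-cell wells (complete cell-killing) and DMSO (no toxicity), and curves were fitted and classified.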
Starred values were filed as active, the others as inactive; i = inactive; ? = inconclusive; . = no result given; [ ] = remark or other dose. Unless noted, calls follow the shape of the dose curve; as a rule, active = well fitted curve in the direction sought with a large enough effect; inconclusive = small, poorly fitted or top-dose-only effect, or another doubt; inactive = no such curve, though single readings can be large; an effect the other way counts as inactive or inconclusive.

SMILES	MCF10A rerep	Nrf2 activator	Nrf2 block	A549 viability	IL-1B inflam inh	ATXN2 expr inh	TGFb inhibitor	ATXN viability	HepG2 viability
CCOC(=O)N1CCN(S(=O)(=O)c2cc(Br)cc3c2N(C(=O)C2CC2)CC3)CC1	3.9%	-0.4%	0.1%	1.6%	25.4	4.6%	3.3%	i	0.9%
c1ccc2cc(C3CCCCC3)ncc2c1	10.9%	-0.4%	?	-1.3%	48.0	-1.7%	-27.3%	i	-11.2%
COc1ccc(NC(=O)[C@@H](NC(N)=O)C(C)C)cc1Cl	-0.9%	0.6%	23.2%	12.3%	3.0	.	-15.2%	i	-0.8%
Cc1ccc(C)c(S(=O)(=O)N2CCN(c3ncnc4sccc34)CC2)c1	18.4µM*	5.0%	18.4µM*	-28.5%	-53.3*	?	?	i	-51.2%
Cc1ccc(-n2ncc(C(=O)Nc3c(Cl)cccc3Cl)c2C2CCNCC2)cc1	.	-1.0%	-13.0%	0.1%	.	.	0.0%	.	-22.6%
COc1ccc(S(=O)(=O)N2CCC(C(=O)Nc3ccccc3C)CC2)c2cccnc12	4.1%	-0.6%	?	.	7.6	6.6%	-2.1%	i	-5.7%
O=C(NCCc1nc(-c2ccccc2Cl)no1)c1ccccc1	?	-0.2%	?	-5.5%	5.6	0.1%	-18.9%	i	-12.9%
CCOC(=O)c1c(-c2ccccc2)oc2ccc(N(C(C)=O)S(=O)(=O)c3cc(C)ccc3C)cc12	.	-0.6%	-25.3%	1.8%	.	4.8%	-4.3%	i	-26.1%
CSCCC(C(=O)Nc1c(C)cccc1C)N(Cc1ccccc1)Cc1ccccc1 (stereo not given)	.	7.6%	.	.	-23.7	-7.6%	?	i	-14.9%
Cc1ccc(-c2nc(CS(=O)CC(=O)NC3CC3)c(C)o2)cc1 (stereo not given)	20.6µM*	0.2%	-9.4%	2.3%	1.1	.	-14.3%	.	0.5%
Cc1ccc(N(C(C)C(=O)Nc2cccc(N(C)S(C)(=O)=O)c2)S(C)(=O)=O)cc1 (stereo not given)	-14.5%	-0.3%	-19.6%	2.7%	22.9	-15.8%[11.3 µM]	23.8%	i	9.6%
Cc1cc(SCC(=O)Nc2ccc(O)cc2)n2nc(C)c(-c3ccccc3)c2n1	?	15.8%	?	?	-79.9*	?	-28.4%	?	15.4%

Pulled by compound from above:
SMILES	MCF10A rerep	Nrf2 activator	Nrf2 block	A549 viability	IL-1B inflam inh	ATXN2 expr inh	TGFb inhibitor	ATXN viability	HepG2 viability
CCOC(=O)c1c(-c2ccccc2)oc2ccc(N(C(C)=O)S(=O)(=O)c3cc(C)ccc3C)cc12	.	-0.6%	-25.3%	1.8%	.	4.8%	-4.3%	i	-26.1%
COc1ccc(S(=O)(=O)N2CCC(C(=O)Nc3ccccc3C)CC2)c2cccnc12	4.1%	-0.6%	?	.	7.6	6.6%	-2.1%	i	-5.7%
c1ccc2cc(C3CCCCC3)ncc2c1	10.9%	-0.4%	?	-1.3%	48.0	-1.7%	-27.3%	i	-11.2%

New compounds follow.
SMILES	MCF10A rerep	Nrf2 activator	Nrf2 block	A549 viability	IL-1B inflam inh	ATXN2 expr inh	TGFb inhibitor	ATXN viability	HepG2 viability
CC(=O)NC(c1cccc(F)c1)c1nc(-c2csc3ccccc23)cs1 (stereo not given)	.	8.4%	.	.	-10.9	-18.2%	-22.0%	i	-72.7%
O=S(=O)(c1ccc(OC(F)(F)F)cc1)N1CCC(c2nnnn2-c2ccc(F)cc2)CC1	.	0.9%	19.7%	1.2%	.	.	-3.5%	.	-6.8%
CN(C)c1nc(N(C)C)nc(N(C#N)CCOc2ccccc2)n1	-0.5%	0.1%	?	1.5%	-9.6	-2.7%	16.3%	i	-4.0%
O=[N+]([O-])c1ccc(Cl)c(CN2CCC(O)CC2)c1	-4.1%	-0.6%	7.1%	3.8%	-1.2	-10.6%	-3.8%	i	20.4%
NNC(=O)Cn1c(-c2ccccc2)cc2ccccc21	9.4%	1.9%	5.6%	8.5%	-3.0	-11.2%	-4.2%	i	2.2%
CCCn1c(NC(=O)c2ccco2)nc2ccccc21	-11.3%	?	?	-8.8%	0.2	-24.9%	-7.1%	?	-3.9%
Cc1ccc(C(=O)NCCNC(=O)c2ccc(F)cc2)cn1	11.5%	-0.5%	5.2%	-6.9%	15.1	0.0%	0.5%	i	23.5%
Cc1cccc(C)c1N(CC(O)Cn1c2ccccc2c2ccccc21)S(C)(=O)=O (stereo not given)	24.7%	0.6%	?	-12.5%	-22.1	?	10µM*	?	-68.7%
COC(=O)c1ccc(C(=O)OC)c(NC(=O)COC(=O)c2ccc(OC)c(OC)c2OC)c1	30.6%	0.0%	-10.2%	0.4%	41.6	-14.3%	2.0%	i	-7.5%
CN(C)S(=O)(=O)c1ccc(C(=O)Nc2nc(-c3ccccc3)c(C(=O)c3ccccc3)s2)cc1	19.1%	-0.5%	?	?	18.1	0.2%	-0.1%	i	-29.2%
COc1cc(NC(=O)Cn2cnc(S(=O)(=O)N3CCCCC3)c2)cc(OC)c1OC	2.0%	-0.5%	45.5%	3.2%	0.0	3.5%	-6.8%	i	-3.7%
COc1ccc(C(=O)NCc2nnc(SCC(=O)Nc3nc4ccc(C)cc4s3)o2)cc1OC	0.2%	3.6%	-0.1%	0.4%	24.4	34.6%	-5.8%	i	-6.8%

Overlap with the part before: 2 entries, then new ones.
SMILES	MCF10A rerep	Nrf2 activator	Nrf2 block	A549 viability	IL-1B inflam inh	ATXN2 expr inh	TGFb inhibitor	ATXN viability	HepG2 viability
COc1cc(NC(=O)Cn2cnc(S(=O)(=O)N3CCCCC3)c2)cc(OC)c1OC	2.0%	-0.5%	45.5%	3.2%	0.0	3.5%	-6.8%	i	-3.7%
COc1ccc(C(=O)NCc2nnc(SCC(=O)Nc3nc4ccc(C)cc4s3)o2)cc1OC	0.2%	3.6%	-0.1%	0.4%	24.4	34.6%	-5.8%	i	-6.8%
CC(C)(C)OC(=O)N1CCC(c2c(C(=O)NCc3ccccn3)cnn2-c2ccc(F)cc2)CC1	.	-0.6%	?	3.5%	.	-7.3%	31.2%[activator]	?	-89.9%
COc1ccc(Cl)cc1N(CC(=O)Nc1ccccc1C(=O)N1CCOCC1)S(C)(=O)=O	-1.3%	-0.5%	10.0%	-7.9%	15.6	-2.3%	-12.4%	?	-2.8%
CC(C)(C)C1CCC(OC(=O)c2ccncc2)CC1 (stereo not given)	?	0.0%	7.5%	-4.1%	26.7	2.8%	5.1%	i	-0.9%
CC(=O)Nc1cccc(-c2ccnc3c2CC(C)(C(=O)NCCC(F)(F)F)O3)c1 (stereo not given)	.	0.9%	.	.	80.2	-20.6%	-13.6%	i	3.0%
Cn1nc(C(=O)NCC2CCCO2)c2ccccc2c1=O (stereo not given)	22.9%	0.1%	13.5%	16.0%	15.6	5.9%	4.8%	i	-0.4%
O=C(CNC(=O)C1CCCCC1)OCc1cc(=O)oc2ccc3ccccc3c12	2.1%	-0.4%	8.1%	2.1%	24.6	4.3%	?	i	0.3%
CCOc1ccc(C(=O)NC2CCN(CC(=O)NCc3ccccc3)CC2)cc1	-4.8%	0.1%	?	-2.8%	4.9	1.8%	9.3%	i	5.0%
CCOC(=O)C1=C(CC)Nc2ccccc2N=C1N	-1.4%	0.3%	1.5%	-0.7%	-11.4	4.7%	-6.0%	i	0.8%
O=C(CCl)Nc1ccccc1Sc1ccc(Cl)cc1	14.6µM*	-2.1%	-10.0%	-21.3%	-100.1*	.	-7.1%	.	-72.1%
Cc1cc2c(C)nc(N/N=C/c3ccccc3)nc2o1	?	23.6%	10.0%	2.9%	-78.8*	19.0%	2.0%	i	-23.0%
CCOC(=O)CCCSc1nnc(CCCCCN2C(=O)c3cccc4cccc(c34)C2=O)o1	1.2%	2.7%	?	-0.3%	9.0	-17.7%	-17.9%	i	-26.5%
Cc1ccc2nc(SCC(=O)Nc3ccccc3F)nc(=O)n2c1	7.5%	1.3%	-1.0%	3.3%	-11.4	12.3%	21.4%	i	-2.2%
CCCCc1ccc(-c2nn[nH]n2)nc1	.	3.0%	.	.	-5.5	.	-3.2%	i	-0.4%
O=C(N/N=C/C=C/c1ccccc1)c1n[nH]c2c1CCC2	1.46µM*	0.5%	8.1%	?	68.1	6.1%	?	i	11.6%
COc1cccc(CNCC(=O)N2C(C)CCCC2C)c1 (stereo not given)	-6.9%	0.4%	.	-1.7%	16.0	0.3%	-8.5%	i	8.9%
COc1ccc(-n2c(C)c(C(C)=O)c(C(C)=O)c2C)cc1OC	-1.7%	0.3%	13.8%	6.2%	-14.0	-9.4%	6.4%	i	4.1%
CNC(=O)c1[nH]cnc1C(=O)N[C@@H](CC(C)C)C(=O)OC(C)(C)C	7.2%	0.0%	-19.8%	1.5%	0.0	0.1%	-0.4%	i	0.0%
Nn1c(SCC(=O)Nc2cccc(S(N)(=O)=O)c2)nnc1C1CC1	0.1%	0.1%	-7.4%	-0.8%	23.0	.	-0.5%	i	-7.1%
COc1cc(CN2CC(=O)N(c3ccccc3Cl)C2=S)cc(OC)c1OC	6.0%	17.1%	?	1.4%	-13.9	-27.5%	0.0%	i	-18.4%
COc1ccc(S(=O)(=O)NCC(c2ccco2)S(=O)(=O)c2cccs2)cc1C (stereo not given)	.	6.8%	.	1.2%	.	.	?	.	2.2%
COc1ccc(OC)c(NC(=O)Nc2nnc([C@H]3C[C@H](O)[C@@H](CO)O3)s2)c1	.	0.2%	.	.	-8.2	7.2%	25.5%	i	-2.1%
O=C(N[C@H]1C/C=C\C[C@@H](CC(=O)N(CCO)Cc2ccccc2)C(=O)NC[C@H](c2ccccc2)OC1=O)OCC1c2ccccc2-c2ccccc21	6.51µM*	8.1%	?	-24.7%	13.7	?	?	?	-82.5%
